Source: PubChem (NCI)
Growth percent in the NCI-60 one-dose screen (48 h, 10 µM unless noted): 100 = growth as untreated, 0 = no growth, -100 = all killed.
CAKI-1: CAKI-1 renal cancer | 4.7% of 75,000 active
SN12C: SN12C renal cancer cells; 3.8% of 81,000 active; AID 1794767
A498: A498 renal cancer cells. 5.4% of 76,000 active
786-0: 786-0 renal cancer cells. 5.1% of 81,000 active
UO-31: UO-31 renal cancer; 5.2% of 81,000 active; AID 1794768
RXF 393: RXF 393 renal cancer cells; 6.9% of 77,000 active
TK-10: TK-10 renal cancer cells; AID 1794769; 3.9% of 81,000 active
ACHN: ACHN renal cancer; 4.9% of 81,000 active; AID 1794771
* = called active by the depositor; . = not tested or not shown; & = joins results of further samples; [ ] = another dose, or the depositor's remark. Rule for the calls: active = growth percent below 10; inactive = the rest.

SMILES | CAKI-1 | SN12C | A498 | 786-0 | UO-31 | RXF 393 | TK-10 | ACHN
CC1CCN(C2=NC(=O)/C(=C\c3ccc(C(C)(C)C)cc3)S2)CC1 | 67 | 69 | 87 | . | 47 | 100 | 102 | 96
CC(C)c1cc(C(C)(C)C)c(O)c(C(C)(C)C)c1 | 95 | 106 | . | 105 | 87 | 117 | 103 | 107
CC1(C)CC2(OC2c2ccccc2)C(=O)c2ccccc21 (configuration not stated) | 98 | 108 | 54 | 95 | 80 | 117 | 104 | 100
Cc1cc(NS(=O)(=O)c2ccc(N=Nc3ccc(N)nc3N)cc2)nc(C)n1 | 91 | 97 | 90 | 101 | 64 | 95 | 105 | 101
O=S(=O)(Nc1cccc(Cl)c1)c1ccc(-c2cnc(C3CC3)o2)cc1 | 30 | 40 | -3.4* | 28 | 36 | 14 | 46 | 37
COC(=O)[C@H](Cc1cn(C)cn1)NC(=O)[C@H](CC(C)C)NC(=O)Nc1cc(C(F)(F)F)cc(C(F)(F)F)c1 | -99*[100 µM] | -93*[100 µM] | -94*[100 µM] | -95*[100 µM] | -97*[100 µM] | -89*[100 µM] | -98*[100 µM] | -100*[100 µM]
Cc1ccc(/C=N/NC(=O)c2cnc3n(c2=O)CCCCC3)cc1 | 99 | 99 | . | 100 | 84 | 119 | 102 | 102
O=C(Nc1nc(-c2ccccc2)cs1)c1cc(-c2ccc(Cl)cc2)nc2ccc(Cl)cc12 | 93 | 86 | . | 97 | 61 | 99 | 114 | 84
C[N+](C)(C)C[C@H](O)CC(=O)[O-] | 96 | 94 | 124 | 102 | 82 | . | 108 | 99
CC(C)OC(=O)CC(=O)OC(C)C | 97 | 103 | 102 | 100 | 88 | 110 | 93 | 109
O=C(Cc1ccccc1)Nc1ccccc1-c1nc2ccccc2c(=O)[nH]1 | 77 | 92 | 72 | 93 | 79 | 75 | 114 | 94
CCOC(=O)c1ccccc1NC1=C(Cl)C(=O)c2nc(C)ccc2C1=O | 99 | 88 | 87 | 104 | 92 | 102 | 147 | 101
Nc1nc(NC(=O)Nc2ccc(S(N)(=O)=O)cc2)nn1-c1ccc(S(N)(=O)=O)cc1 | 98 | 92 | 88 | 99 | 84 | 101 | 101 | 102
O=C1C(=O)c2ccccc2C(O)=C1CC=C(Cl)Cl | 31&39 | 67&69 | 83&81 | 60&39 | 48&55 | 72&52 | 70&76 | 65&53
CCc1nc(C)cn1C(=O)OCc1nc2nc(Cl)nc(N3CCOCC3)c2[nH]1 | -80* | -21* | 22 | -77* | -100* | . | -92* | -100*
COc1cc(Nc2nc3ccccc3cc2C(=O)N2CCN(c3ncccn3)CC2)cc(OC)c1OC | 81 | 93 | . | 90 | 74 | 93 | 110 | 94
C1CCc2onc(-c3noc4c3CCCCC4)c2CC1 | 96 | 96 | 146 | 103 | 91 | 139 | 108 | 113
N#CCCNC1CCCCC1 | 100 | 100 | . | 103 | 77 | 113 | 109 | 104
COc1cc(/C=C/C(=O)c2cccc(NC(=O)CSc3nc4ccccc4c(=O)n3-c3ccccc3)c2)cc(OC)c1OC | 91 | 103 | 108 | 102 | 91 | 84 | 117 | 101
COc1ccc(C2CC(=O)Nc3ncn(-c4ccc(F)cc4)c32)cc1O (configuration not stated) | 101 | 98 | . | 99 | 93 | . | 93 | 109
Cc1ccc(CSc2nc(-c3ccc(F)cc3)c(C#N)c(N3CCN(c4ccccc4)CC3)n2)cc1 | 83 | 92 | 102 | 94 | . | 102 | 100 | 94
O=C(O)c1ccc(S(=O)(=O)N(Cl)Cl)cc1 | 96 | 102 | 94 | 100 | 86 | 110 | . | 115
CCOc1ccc(Nc2nc3ccccc3s2)cc1 | 106 | 107 | 103 | 101 | 92 | 120 | 95 | 107
COc1ccc([C@@H]2c3[nH]c4ccccc4c3C[C@@H]3C(=O)N(C4CCN(Cc5ccccc5)CC4)CC(=O)N23)c(OC)c1 | 40 | 76 | 80 | 71 | 42 | 11 | 91 | 74
CCCCCCCCCCC(C)Br (configuration not stated) | 99 | 103 | 108 | 97 | 92 | 103 | 107 | 102
OCCOCC(F)(F)F | . | 116 | . | 113 | 94 | 113 | 116 | 108
Cc1ccc(Cc2cnc(-n3nnc(C(=O)O)c3C)s2)cc1 | 95 | 101 | 88 | 101 | 83 | 107 | 95 | 101
Nc1nc2ccc(Br)cc2s1 | 91 | 103 | 119 | 103 | 88 | 97 | 122 | 102
C#CC(NCCC(C)CC(C)(C)C)C(C)C (configuration not stated) | 105 | 93 | 100 | 104 | 83 | 107 | 110 | 102
O=C1c2ccccc2C(=O)c2cc(NCCNc3ccc4c(c3)C(=O)c3ccccc3C4=O)ccc21 | 37 | 73 | 44 | 77 | 42 | 69 | . | 32
CCc1c(C)c2ccc(OC(=O)c3ccccc3)c(C(=O)/C=C/c3ccc(N(C)C)cc3)c2oc1=O | . | 105 | 138 | 104 | 73 | 114 | 86 | .
COc1cc(-c2nc(C(=O)Nc3ccc(CC(=O)O)cc3)nn2-c2ccc(Cl)cc2)cc(OC)c1OC | 97 | 95 | 105 | 96 | 75 | 100 | 97 | 103
CC(=O)c1ccc2c(c1)C1C=CCC1[C@H](c1cc3c(cc1Br)OCO3)N2 (some centres not stated) | 20 | 43 | 14 | 11 | . | -12* | 61 | 39
Fc1cccc(COc2ccc(Nc3ncnc4sc5c(c34)CCCC5)cc2)c1 | . | 84 | 45 | 95 | 61 | 92 | 75 | 90
Cc1ccccc1OCC(O)CN1CCN(c2ccc(Cl)cc2)CC1 (configuration not stated) | . | 113 | . | 94 | 93 | 160 | 124 | 111
O=c1[nH]c(=O)n(C2CC(O)C(CO)O2)cc1C(F)(F)F (configuration not stated) | 66 | 29 | 42 | 13 | 24 | . | 65 | 25
O=C1c2ccccc2C(=O)c2cc(N3CCCCC3)ccc21 | 68 | 81 | 74 | 84 | 48 | 90 | 76 | 88
CCCN(c1ccc(OC)cc1)c1nc(-c2ccc(Br)cc2)cs1 | 84 | 102 | 73 | 87 | 101 | 119 | 104 | 108
CN(C)c1ccc(CCN=C(N)N=C(N)N)cc1 | 98[50 µM] | 91[50 µM] | 105[50 µM] | 80[50 µM] | 89[50 µM] | 99[50 µM] | 107[50 µM] | 103[50 µM]
C/C(=C(/C)C1CC1CCN(C(=O)c1cccs1)S(=O)(=O)c1ccc(C)cc1)C1CCCCC1 (configuration not stated) | 72 | 98 | 105 | 99 | 81 | 124 | 109 | 103
CCCCCCc1ccc(C(O)CN(CCCCC)CCCCC)cc1 (configuration not stated) | 91 | 93 | 80 | 92 | 77 | . | 101 | 76
O=C(O)c1ccc(-c2nn(-c3ccc(C(=O)O)cc3)cc2CNc2ncccc2F)cc1 | 96 | 92 | 92 | 102 | 87 | 106 | 105 | 104
COc1ccccc1/C=C/C(=O)c1ccc(B(O)O)cc1 | 81 | 83 | 88 | 90 | 73 | 75 | 104 | 87
CC(=O)O[C@]1(C(C)=O)CC[C@H]2[C@@H]3C[C@H](C)C4=CC(=O)NCC[C@]4(C)[C@H]3CC[C@@]21C | 94 | 100 | 96 | 101 | 89 | 110 | 106 | 96
CC1(C)CC(=O)C2=C(C1)N(c1ccc(OC(F)(F)F)cc1)C(N)=C(C#N)C2c1ccc(Br)s1 (configuration not stated) | 70 | 90 | 55 | 92 | 77 | 86 | 97 | 93
c1ccc(Nc2nnc(-c3ccccc3)c3c(-c4ccccc4)onc23)cc1 | 90 | 81 | 65 | 80 | 74 | 90 | 93 | 90
Cc1ccc2c(c1)C(=O)/C(=C/c1ccc(Cl)cc1)S2 | 84 | 100 | . | 106 | 92 | 99 | 134 | 100
Cc1ccc(C(=O)C/C(=C/c2ccc(-c3ccc(Cl)cc3)o2)C(=O)NCc2ccccc2)cc1 | 92 | 94 | 95 | 91 | 74 | 94 | 103 | 101
CC[C@@](C)(Nc1ccnc(-c2c[nH]c3ncccc23)n1)C(=O)NCC(F)(F)F | 71 | 70 | 32 | 78 | 44 | 44 | 79 | 76
Cc1ccc2[nH]c(-c3ccc(S(C)(=O)=O)cc3)c(/C=N/NC(N)=O)c2c1 | 88 | 105 | 97 | 106 | 74 | 105 | 125 | 97

Continuation.
SMILES | CAKI-1 | SN12C | A498 | 786-0 | UO-31 | RXF 393 | TK-10 | ACHN
CCOC(=O)c1cc2c(n1Cc1cc(OC)cc(OC)c1Br)-c1nc(NC(C)=O)sc1CCC2 | 67 | 77 | 56 | 78 | 52 | 61 | 94 | 91
CN(CCC#N)c1ccc(/C=C2\NC(=O)NC2=O)cc1 | 83 | 99 | 89 | 88 | 84 | 113 | 94 | 98
Clc1cccc(Cl)c1C[n+]1ccccc1 | 95 | 100 | 99 | 96 | 88 | 103 | 95 | 98
COc1ccc2c(c1)CSC(c1ccccc1)C2=O (configuration not stated) | 109 | 112 | 73 | 96 | 85 | 107 | 104 | 103
CN(C)CCC(=O)c1ccc(Cl)cc1 | 106&102 | 102&98 | 114&121 | 106&104 | 95&87 | 121&110 | 119&105 | 105&114
Oc1ccc(Cl)c2c1CCC2 | 102 | 98 | 105 | 124 | 73 | 100 | 113 | 104
COc1cc([C@H]2OC[C@H]3[C@@H]2CO[C@@H]3c2ccc(O)c(OC)c2)ccc1O | . | 75 | 112 | 101 | 83 | 76 | . | 93
CCN(CC)c1ccc(C=Nc2ccc3c(O)cc(S(=O)(=O)O)cc3c2)cc1 | . | 99 | 95 | 103 | 80 | 102 | 103 | 107
CCO/C=C1\SC(=S)N(c2cccc(C)c2)C1=O | 101 | 106 | 113 | 106 | 79 | 105 | 99 | 106
CCOC(=O)N/N=C/c1cccc([N+](=O)[O-])c1 | 75 | 100 | 82 | 101 | 91 | 92 | 126 | 99
CC(=O)OCC1CCC(COC(C)=O)CC1 (configuration not stated) | . | 110 | 109 | 95 | 92 | 106 | 89 | .
COc1ccc(/C=N/NC(=O)c2cnn(CC(O)c3ccccc3)c2N)cc1OC (configuration not stated) | 94 | 94 | . | 97 | 92 | 99 | 92 | 99
CC(C)(C)c1ccc(O)c(C(C)(C)C)c1 | 96 | 103 | 88 | 99 | 117 | 176 | 115 | 99
COc1cccc(C=O)c1OC1CCC(=O)N1 (configuration not stated) | 93 | 106 | . | 98 | 97 | 117 | 98 | 99
CC(=O)N(C)c1ccc2c(c1)C(=O)c1ccccc1-2 | 100 | 87 | 81 | 104 | 87 | . | 94 | 103
NC1CCC(O)CC1C(=O)O (configuration not stated) | 99 | 91 | 76 | 110 | 92 | 99 | 98 | 106
O=C1Nc2ccc(Cl)cc2/C1=C/c1c[nH]c2ccccc12 | 56 | 88 | 85 | 122 | 57 | 88 | 96 | 57
C=C(C=O)[C@@H]1CC[C@]2(C)[C@H](CC[C@@H]3[C@H]4[C@H]5OC(=O)[C@@]4(CCC5(C)C)CC[C@]32C)[C@@]1(C)CCC#N | 87 | 94 | 104 | 112 | 81 | . | 121 | 90
CC(=O)CC(=O)NCCN1CCN=C1C | 101 | 104 | 90 | 101 | 97 | 185 | 116 | 95
CCOC(=O)c1nc2c3ccccc3ccn2c1C(=O)c1ccc([N+](=O)[O-])cc1 | 96 | 95 | 68 | 99 | 84 | 98 | 126 | 99
CN(C)CCC(C#N)(CCC1CCCCC1)c1ccccc1 (configuration not stated) | 48 | 84 | 87 | 79 | 60 | . | 74 | 70
Cc1ccc2c(n1)C(=O)C(Br)=C(CCc1ccccc1)C2=O | 100 | 93 | . | 103 | 87 | 116 | 116 | 71
O=C(O)CC1Cc2ccccc2C1C(=O)O (configuration not stated) | 104 | 95 | 90 | 105 | 80 | 105 | 96 | 109
CC(=O)Nc1ccc(C(O)C2=CC(=O)c3ccccc3C2=O)cc1 (configuration not stated) | . | 59 | 111 | 95 | 53 | 84 | 97 | 88
O=C(OC1CCCCC1)C(=O)OC1CCCCC1 | 110 | 104 | 112 | 107 | 79 | 116 | 79 | 107
COc1ccc(-c2csc(NC(=O)CSc3nc(-c4ccccc4)c(C)n3Nc3ccccc3)n2)cc1 | 69 | 63 | 58 | 74 | 45 | 90 | 107 | 73
Oc1[nH]c2cc(Cl)ccc2c1/C=c1/ccc2c(c1)N=C(c1ccc(C(F)(F)F)cc1)N=2 | 96 | 103 | 97 | 97 | 95 | 73 | 120 | 96
COc1ccc(-c2cc(-c3cccnc3)[nH]c(=O)c2C#N)cc1OC | 87 | 108 | 113 | 98 | 90 | . | 99 | 110

Some of the entries so far, in CSV form.
Molecule,CAKI-1,SN12C,A498,786-0,UO-31,RXF 393,TK-10,ACHN
CC(=O)N(C)c1ccc2c(c1)C(=O)c1ccccc1-2,100,87,81,104,87,.,94,103
NC1CCC(O)CC1C(=O)O (configuration not stated),99,91,76,110,92,99,98,106
O=C1Nc2ccc(Cl)cc2/C1=C/c1c[nH]c2ccccc12,56,88,85,122,57,88,96,57
C=C(C=O)[C@@H]1CC[C@]2(C)[C@H](CC[C@@H]3[C@H]4[C@H]5OC(=O)[C@@]4(CCC5(C)C)CC[C@]32C)[C@@]1(C)CCC#N,87,94,104,112,81,.,121,90
CC(=O)CC(=O)NCCN1CCN=C1C,101,104,90,101,97,185,116,95
CCOC(=O)c1nc2c3ccccc3ccn2c1C(=O)c1ccc([N+](=O)[O-])cc1,96,95,68,99,84,98,126,99
CN(C)CCC(C#N)(CCC1CCCCC1)c1ccccc1 (configuration not stated),48,84,87,79,60,.,74,70
Cc1ccc2c(n1)C(=O)C(Br)=C(CCc1ccccc1)C2=O,100,93,.,103,87,116,116,71
O=C(O)CC1Cc2ccccc2C1C(=O)O (configuration not stated),104,95,90,105,80,105,96,109
CC(=O)Nc1ccc(C(O)C2=CC(=O)c3ccccc3C2=O)cc1 (configuration not stated),.,59,111,95,53,84,97,88
O=C(OC1CCCCC1)C(=O)OC1CCCCC1,110,104,112,107,79,116,79,107
